# IDE act: boosts human insulin-degrading enzyme activity in HEK cells; P14735; FAbeta-B cleavage, fluorescence polarization; 0% vehicle, 100% cell-free pure enzyme wells; actives 0.073% (n = 340,000); activation, % at 5.96 µM;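 active = activation above the mean of all tested compounds plus 3 SD, set per screening campaign, cut at about 17% in these data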
# Target sequence (P14735 whole entry, looked up): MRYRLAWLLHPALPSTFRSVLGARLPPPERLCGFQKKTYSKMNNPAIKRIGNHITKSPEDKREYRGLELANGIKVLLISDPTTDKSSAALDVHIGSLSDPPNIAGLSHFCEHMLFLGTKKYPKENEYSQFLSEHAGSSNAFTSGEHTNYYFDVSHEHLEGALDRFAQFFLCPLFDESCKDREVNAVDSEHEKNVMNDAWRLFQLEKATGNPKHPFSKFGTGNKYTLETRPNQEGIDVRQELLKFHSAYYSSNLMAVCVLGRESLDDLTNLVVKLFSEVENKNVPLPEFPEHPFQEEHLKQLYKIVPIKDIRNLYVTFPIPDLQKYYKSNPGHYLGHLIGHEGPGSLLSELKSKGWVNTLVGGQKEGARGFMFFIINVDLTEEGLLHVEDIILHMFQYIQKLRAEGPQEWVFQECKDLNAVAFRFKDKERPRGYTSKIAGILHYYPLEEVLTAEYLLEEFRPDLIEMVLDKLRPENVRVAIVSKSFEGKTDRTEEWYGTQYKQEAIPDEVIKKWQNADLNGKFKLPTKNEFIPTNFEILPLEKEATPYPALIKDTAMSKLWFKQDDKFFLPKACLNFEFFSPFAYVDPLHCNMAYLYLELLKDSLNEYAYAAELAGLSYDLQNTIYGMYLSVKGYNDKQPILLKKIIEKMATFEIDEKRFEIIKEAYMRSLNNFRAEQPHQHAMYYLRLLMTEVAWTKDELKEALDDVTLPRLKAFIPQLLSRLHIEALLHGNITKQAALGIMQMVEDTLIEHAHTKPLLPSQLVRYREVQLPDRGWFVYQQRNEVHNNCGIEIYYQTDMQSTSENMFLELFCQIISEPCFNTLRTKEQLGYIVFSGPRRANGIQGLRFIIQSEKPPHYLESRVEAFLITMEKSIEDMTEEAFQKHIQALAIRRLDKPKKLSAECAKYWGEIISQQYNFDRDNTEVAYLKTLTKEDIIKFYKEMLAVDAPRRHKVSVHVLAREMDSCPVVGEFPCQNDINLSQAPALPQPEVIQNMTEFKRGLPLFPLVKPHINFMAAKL
# IDE cell inh: inhibits human insulin-degrading enzyme in HEK cells | P14735 | FAbetaB cleavage, fluorescence polarization | inhibition, % at 5.59 µM | actives 0.41% (n = 320,000) | AID 434962;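 active = percent inhibition above the average of all tested compounds plus 3 SD, set per screening campaign, cut at about 16% in these data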;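 note: IDE supplied by intact live HEK cells; FP after avidin binding of uncleaved biotin substrate so inhibition keeps polarization high; 0% = DMSO wells and 100% = 60 µM reference IDE inhibitor Ii1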
# * marks the source's active call; other numbers are inactive results. A portion of the library. The share of hits here may be higher or lower than overall.
# A first look (2 entries):
no.	structure	IDE act	IDE cell inh
1	COC(=O)[C@@]12CCCN1[C@H](c1ccc(-c3ccccc3)cc1)[C@H]1C(=O)N(C)C(=O)[C@H]12	4.6	2.0
2	CCCCc1nnc(NC(=O)c2ccc(N3CCCC3=O)cc2)s1	-0.7	-4.3

# The list itself, repeating the preview:
no.	structure	IDE act	IDE cell inh
1	COC(=O)[C@@]12CCCN1[C@H](c1ccc(-c3ccccc3)cc1)[C@H]1C(=O)N(C)C(=O)[C@H]12	4.6	2.0
2	CCCCc1nnc(NC(=O)c2ccc(N3CCCC3=O)cc2)s1	-0.7	-4.3
3	CC[C@]12c3[nH]c4ccccc4c3CCN1C(=O)C(CC(=O)NCCCn1ccnc1)C[C@@H]2C(=O)N1CCN(C(=O)c2ccco2)CC1 (stereo partly drawn)	3.7	-3.0
4	COc1ccc(C(=O)COC(=O)c2ccc3c(c2)OCO3)c(OC)c1	1.1	-1.1
5	CC1(C)C[C@H](O)[C@]2(CO)[C@H](O)C[C@]3(C)C(=CCC4[C@@]5(C)CC[C@H](O)C(C)(C)C5CC[C@]43C)[C@@H]2C1 (stereo partly drawn)	2.5	4.3
6	Cc1c(C(=O)Nc2ccccc2)cnn1-c1ccccc1	6.0	-0.7
7	COc1ccc(Br)cc1CN(C)C(=O)C1CC(=O)N(C2CCCC2)C1 (stereo not drawn)	-1.4	3.6
8	CC1CCCC(C)N1C(=O)COC(=O)Cn1cnc2c1c(=O)n(C)c(=O)n2C (stereo not drawn)	-0.8	2.8

no.	structure	IDE act	IDE cell inh
9	CN(C(=O)c1ccc(NC(=O)Cc2ccc([N+](=O)[O-])cc2)cc1)C1CCCC1	5.1	2.0
10	COc1ccc(NC(=O)CSCC(=O)N(C)CC(=O)Nc2ccc(Cl)c(C(F)(F)F)c2)cc1	3.0	4.6
11	O=C(OCC(=O)N1CCN(c2ccccc2)CC1)c1cccs1	0.0	1.2
12	Cc1ccc(C)c(S(=O)(=O)N2CCN(C(=O)c3ccc(-n4cncn4)c([N+](=O)[O-])c3)CC2)c1	0.4	-0.1
13	N#CC1(NC(=O)COC(=O)c2ccc(Cl)nc2)CCCCC1	-2.9	8.5
14	COc1ccc(OCCCC(=O)N2CCN(S(=O)(=O)c3cccc(F)c3)CC2)cc1	-6.8	10.6
15	CCN1C(=O)[C@H]2[C@@H](c3ccc(C)cc3)N3C(=O)N(c4cccc(Cl)c4)C(=O)[C@@]3(C)[C@H]2C1=O	4.0	-1.5
16	COc1ccc(C(=O)COC(=O)C2CC3CCCC(C2)C3=O)cc1Br (stereo not drawn)	-1.1	-4.0

no.	structure	IDE act	IDE cell inh
17	Cc1ccc(NC(=O)C2CCCN(C3=NS(=O)(=O)c4ccccc43)C2)c(O)c1 (stereo not drawn)	0.3	2.5
18	O=C(CN1C(=O)NC2(CCCCCCC2)C1=O)Nc1ccc(OC(F)F)cc1	0.8	-3.4
19	C=CCn1c(SCC(=O)Nc2ccc(C(=O)O)cc2)nc2scc(-c3ccccc3)c2c1=O	7.8	-2.0
20	O=C(OCC(=O)N1CCC(Cc2ccccc2)CC1)c1cc(Br)ccc1O	5.9	0.8
21	Cc1ccc(NC(=O)CCNC(=O)c2ccc([N+](=O)[O-])cc2)cc1S(=O)(=O)N1CCOCC1	1.2	-0.4
22	CCN1CCN(c2ccc(S(=O)(=O)N3CCCCC3)cc2NC(=O)c2sccc2C)CC1	2.2	6.4
23	CCc1noc(C)c1C(=O)N1CCCSC1=Nc1ccccc1Cl	4.4	-0.6
24	Cc1ccc(C(=O)Nc2cccc(C(F)(F)F)c2)cc1NC(=O)c1c[nH]c2cc(C(F)(F)F)ccc2c1=O	0.3	-0.1

no.	structure	IDE act	IDE cell inh
25	O=C(O)CCn1cc(-c2ccc(F)cc2)nc1-c1ccncc1	-1.9	-1.4
26	C[C@@]12C(=O)Nc3ccccc3C(=O)N1[C@H]1c3cc(Cl)ccc3OC[C@@H]1[C@@H]2c1ccccc1	-5.0	2.3
27	CCOC(=O)C1=C(COC(=O)/C=C/c2ccccc2F)NC(=O)NC1C (stereo not drawn)	-0.3	3.8
28	O=S(=O)(Nc1ccc(-n2cnnn2)cc1)c1ccc(Cl)cc1	3.6	1.5
29	CC(C)c1ccc(S(=O)(=O)N2CCN(C(=O)Cc3ccsc3)CC2)cc1	-1.5	2.3
30	CN(C(=O)CSc1nnc(COc2ccccc2F)n1N)C1CCS(=O)(=O)C1 (stereo not drawn)	2.9	4.8
31	CC(C)[C@H](NC(=O)c1ccc(Cl)cc1)C(=O)OCC(=O)N1CCN(c2ccccc2)CC1	2.7	1.1
32	Cc1noc(C)c1C(=O)OCC(=O)Nc1ncc(Cl)c(C)c1Cl	-2.9	2.4

no.	structure	IDE act	IDE cell inh
33	Cc1cc(C)nc(SCCN2CCCCC2)n1	2.2	-3.6
34	CCOC(=O)c1c(NC(=O)CSc2nnc(-c3ccc(Cl)cc3)o2)sc2c1CCC2	2.7	0.8
35	CC(C)CCN(C(=O)CCCSc1nc2ccccc2[nH]1)c1c(N)n(Cc2ccccc2)c(=O)[nH]c1=O	9.2	-0.3
36	Fc1ccc2c(c1)Sc1ccc(Cl)cc1CC2N1CCN(CCC2OCCO2)CC1 (stereo not drawn)	1.9	12.8
37	Cc1ccn2c(=O)nc(SCC(=O)NCCc3ccccc3)nc2c1	-1.4	3.5
38	NC(=O)c1cc([N+](=O)[O-])ccc1NCc1cnccn1	8.3	5.3
39	CC(C)CCN1C(=O)c2cccc3c(N)ccc(c23)C1=O	53.6*	-21.7
40	C#CCOCCOCCOCCNc1nc(N2CCN(C(=O)[C@H]([C@@H](C)O)n3cc(CCCCN)nn3)CC2)nc(N2CCN(C(=O)[C@H](CCCCN)n3cc(CCC(=O)O)nn3)CC2)n1	-2.0	-1.1

no.	structure	IDE act	IDE cell inh
41	C[C@H](CO)N1C[C@H](C)[C@@H](CN(C)Cc2ccc(Cl)c(Cl)c2)Oc2ccc(NC(=O)Cn3cnnn3)cc2C1=O	4.6	7.7
42	O=C(CSc1ccccc1F)NC(=O)c1ccc(Cl)cc1	8.0	3.9
43	Cc1ccccc1OCC(=O)OC(C)C(=O)NC1CCCC1 (stereo not drawn)	1.2	-0.6
44	Cc1ccc(C2(C)NC(=O)N(CC(=O)Nc3ccccc3C(=O)NC3CCCC3)C2=O)cc1 (stereo not drawn)	2.6	-4.8
45	COc1cccc(NC(=O)c2ccccc2)c1	4.3	0.0
46	O=C1NC[C@H](CC2CCCCC2)N(CC2CCCCC2)C1=O	-0.5	6.0
47	COc1cc(/C=C/C(=O)O)cc(S(=O)(=O)NNC(=O)c2ccc3c(c2)OCO3)c1OC	-1.3	7.7
48	Cc1ccc(C(=O)OC(C)C(=O)Nc2ccc(Cl)cn2)s1 (stereo not drawn)	5.0	-1.6

no.	structure	IDE act	IDE cell inh
49	CCCCn1c(N)c(N(CCOC)C(=O)c2oc3ccc(OCC)cc3c2C)c(=O)[nH]c1=O	6.2	-1.7
50	CCN(C[C@H]1N[C@@](Cc2ccccc2)(C(=O)OC)[C@H]2C(=O)N(Cc3ccccc3)C(=O)[C@@H]12)C(=O)Nc1ccc(C(F)(F)F)cc1	0.3	-4.3
51	CCCCn1c(N)c(N(CCC(C)C)C(=O)C2CC(=O)N(c3cccc(SC)c3)C2)c(=O)[nH]c1=O (stereo not drawn)	-3.1	7.1
52	CCN(C(=O)COC(=O)c1ccc(Cl)c(S(=O)(=O)N2CCCCC2)c1)C1CCS(=O)(=O)C1 (stereo not drawn)	5.9	1.0
53	Cc1sc2nc(CSC(C)C(=O)Nc3ccc(C(N)=O)cc3)[nH]c(=O)c2c1C (stereo not drawn)	2.9	-0.8
54	COc1ccc(CNC(=O)COC(=O)c2cc3ccccc3cc2O)cc1OC	-4.1	5.4
55	Cc1cccc(C(C)C)c1NC(=O)CN1C(=O)NC2(CCc3ccccc32)C1=O (stereo not drawn)	-0.8	2.4
56	Cc1ccccc1NC(=O)Cc1nc(COC(=O)c2ccccn2)cs1	-1.8	-0.4

no.	structure	IDE act	IDE cell inh
57	CC1CCCCC1NC(=O)CCS(=O)(=O)c1ccc(Cl)cc1 (stereo not drawn)	2.9	1.2
58	CCOc1cc(N2CCOCC2)c(OCC)cc1NC(=O)c1ccc2ncsc2c1	3.2	4.2
59	COc1ccccc1N1CCN(CCCCNC(=O)c2ccc3ccccc3c2)CC1	8.2	-2.3
60	Cc1cc(C(=O)NN=C2CC(=O)CC(C)(C)C2)c(C)o1	-1.2	1.8
61	COC(=O)c1cc(OCC(=O)Nc2ccc3c(c2)CCC3)cc(C(=O)OC)c1	-9.7	14.9
62	Nc1ccc(C(=O)OCC(=O)Nc2cccc(S(=O)(=O)NC3=NCCCCC3)c2)cc1[N+](=O)[O-]	4.1	3.4
63	O=C(CN1C(=O)NC(c2ccccc2)(c2ccccc2)C1=O)Nc1ccc(N2CCOCC2)cc1	1.9	3.9
64	Cc1cc(NC(=O)COC(=O)c2ccccc2Cl)no1	4.6	4.8

# Exported with each value named: 4 of the compounds above
58. CCOc1cc(N2CCOCC2)c(OCC)cc1NC(=O)c1ccc2ncsc2c1
  IDE act = 3.2
  IDE cell inh = 4.2

59. COc1ccccc1N1CCN(CCCCNC(=O)c2ccc3ccccc3c2)CC1
  IDE act = 8.2
  IDE cell inh = -2.3

60. Cc1cc(C(=O)NN=C2CC(=O)CC(C)(C)C2)c(C)o1
  IDE act = -1.2
  IDE cell inh = 1.8

61. COC(=O)c1cc(OCC(=O)Nc2ccc3c(c2)CCC3)cc(C(=O)OC)c1
  IDE act = -9.7
  IDE cell inh = 14.9

# Continued:
no.	structure	IDE act	IDE cell inh
65	O=C(OCc1nc2scc(-c3ccccc3)c2c(=O)[nH]1)c1ccco1	-4.2	0.3
66	C[C@H](CO)N1C[C@H](C)[C@@H](CN(C)S(C)(=O)=O)Oc2ccc(NC(=O)Nc3ccc(C(F)(F)F)cc3)cc2C1=O	-3.0	-0.5
67	Cc1ccc(S(=O)(=O)N(C)CC(=O)NNC(=O)Cc2ccccc2F)cc1	0.3	-1.9
68	COc1ccc(S(=O)(=O)N2CCOCC2)cc1NC(=O)CSc1ncccn1	3.8	4.0
69	CCOC(=O)N1CCN(C(=S)NC(=O)c2cccc(OC)c2)CC1	-2.0	-0.4
70	O=C(NC1CC(=O)N(c2ccc(F)cc2)C1)C(=O)c1c[nH]c2ccccc12 (stereo not drawn)	-0.8	1.9
71	COc1ccc2oc(C(=O)OC(C)C(=O)N(C)c3ccccc3)c(C)c2c1 (stereo not drawn)	3.4	0.8
72	COc1ccc(Cl)cc1NS(=O)(=O)c1cccc(C(=O)NCC(C)(C)N2CCOCC2)c1	-4.3	-4.7

no.	structure	IDE act	IDE cell inh
73	CSCCC(NC(=O)COc1ccccc1)C(=O)OC(C)C(=O)Nc1ccccc1C (stereo not drawn)	7.4	0.9
74	CCCCn1c(N)c(N(CC)C(=O)c2cccc(S(=O)(=O)N3CCN(C)CC3)c2)c(=O)[nH]c1=O	3.2	1.4
75	C#CCOc1ccc(CNC[C@H]2O[C@@H](n3cnc4c(N)ncnc43)[C@H](O)[C@@H]2O)cc1	4.0	2.2
76	O=C(O)c1cccc(C(=O)c2cccc3ccccc23)c1	-0.5	4.3
77	CCC1(c2ccc(OC)cc2)NC(=O)N(CC(=O)c2ccc3c(c2)OCCO3)C1=O (stereo not drawn)	3.4	-0.9
78	COC(=O)[C@]1(C)N[C@H](CN(C)S(=O)(=O)c2ccccc2)[C@@H]2C(=O)N(Cc3ccccc3)C(=O)[C@@H]21	6.7	7.1
79	CCCn1nc(C(=O)Nc2nnc(C3CC3)s2)c2ccccc2c1=O	2.0	-1.9
80	COc1ccc(OC)c(S(=O)(=O)NCC(c2ccc3c(c2)OCO3)N2CCOCC2)c1 (stereo not drawn)	3.0	0.0

no.	structure	IDE act	IDE cell inh
81	CC(Sc1nnc(-c2ccco2)n1N)C(=O)NC1CCCCC1C (stereo not drawn)	0.8	2.9
82	Cc1ccc(NC(=O)CN(C)C(=O)COC(=O)C2=COCCO2)cc1	3.0	4.0
83	Cc1noc(NS(=O)(=O)c2ccc(NC(=O)c3ccccc3NS(=O)(=O)c3ccc(F)cc3)cc2)c1C	6.7	1.4
84	CCOC(=O)C1CCN(C(=O)COC(=O)C2CCN(S(=O)(=O)c3ccc4c(c3)OCCO4)CC2)CC1	4.6	-5.9
85	COc1ccc(C(=O)Nc2ccccc2N2CCOCC2)cc1S(=O)(=O)N1CCOCC1	0.6	0.2
86	Cc1ccnc(NC(=O)CNC(=O)c2ccc(C)s2)c1	2.5	0.9
87	Cc1ccccc1C=O	5.4	3.0
88	CC(=O)c1ccccc1NC(=O)COC(=O)CN1C(=O)C2CCCCC2C1=O (stereo not drawn)	1.7	0.2

no.	structure	IDE act	IDE cell inh
89	CCC(C)CCN1CCN=C1Nc1ccccc1 (stereo not drawn)	1.9	8.1
90	CC(=NNC(=O)c1cccs1)c1ccc2c(c1)OCCO2	-1.1	-8.2
91	COc1ccccc1C(=O)NC(=O)CSc1nnc2ccccn12	0.9	-0.8
92	Cc1ccc2nc(SCC(=O)N3CC(C)OC(C)C3)nc(=O)n2c1 (stereo not drawn)	5.3	-3.8
93	O=C(CN1C(=O)NC2(CCCc3ccccc32)C1=O)NCCc1ccc(F)cc1 (stereo not drawn)	-0.6	4.6
94	Cc1ccc(Cl)c(OCC(=O)Nc2ccc(S(=O)(=O)NC3=NCCCCC3)cc2)c1	3.2	-3.2
95	COc1ccccc1S(=O)(=O)Nc1ccc(S(=O)(=O)Nc2nccs2)cc1	2.6	-0.3
96	Cc1ccc(C(=O)NCC(=O)OCCOc2cccc(Cl)c2)cc1	0.1	-5.6

no.	structure	IDE act	IDE cell inh
97	CCCNC(=O)c1ccccc1NC(=O)c1cccc(-n2cnnn2)c1	4.5	0.0
98	O=C(COC(=O)CSc1ccc(F)cc1)NCc1ccco1	7.2	-5.4
99	CCCCN1CCCCC1C(=O)Nc1c(C)cccc1C (stereo not drawn)	-0.7	-3.7
100	O=C(OCCc1cc2ccccc2c(=O)o1)c1ccccc1C(F)(F)F	0.2	8.3
101	COc1cc(OC)cc(C(=O)Nc2ccc(C(=O)Nc3ccccc3OC)cc2)c1	-7.4	10.2
